# High-throughput results: PubChem BioAssay, several laboratories
# PPC-1+TRAIL kill: kills PPC-1 cancer cells in the presence of TRAIL | PPC-1 cells + TRAIL, ATPLite viability luminescence | cell killing (% activity), % at 4 µM | 0.41% of 220,000 active | AID 1443;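 active = cell killing above 50% in the first pass at 4 µM, then a duplicate retest at 5 µM averaging 50% or more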;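 also: plate controls were cells with TRAIL plus DMSO for no effect and medium-only wells lacking cells for full effect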
# FXIa inh: factor XIa (human) inhibition | P03951 | purified FXIa, Boc-Glu-Ala-Arg-AMC fluorogenic substrate | inhibition, % at 5 µM | 0.14% of 220,000 active;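 active = inhibition of at least 40%; inactive = inhibition below 40%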;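 also: fluorescence of freed AMC excited at 355 nm; 0% = enzyme without compound and 100% = no enzyme blank; many of its hits are not listed in these tables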
# FXIIa inh 1536: blocks human coagulation factor XIIa protease activity; AID 800; purified FXIIa, Boc-QGR-AMC fluorogenic substrate, 2 h; inhibition, % at 5 µM; 0.3% of 220,000 active; in the data active = inhibition above about 40%;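 also: 0% = enzyme with no compound and 100% = blank without enzyme; many of its hits are not listed in these tables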
# Target sequence (P00748 20-372 limits assumed): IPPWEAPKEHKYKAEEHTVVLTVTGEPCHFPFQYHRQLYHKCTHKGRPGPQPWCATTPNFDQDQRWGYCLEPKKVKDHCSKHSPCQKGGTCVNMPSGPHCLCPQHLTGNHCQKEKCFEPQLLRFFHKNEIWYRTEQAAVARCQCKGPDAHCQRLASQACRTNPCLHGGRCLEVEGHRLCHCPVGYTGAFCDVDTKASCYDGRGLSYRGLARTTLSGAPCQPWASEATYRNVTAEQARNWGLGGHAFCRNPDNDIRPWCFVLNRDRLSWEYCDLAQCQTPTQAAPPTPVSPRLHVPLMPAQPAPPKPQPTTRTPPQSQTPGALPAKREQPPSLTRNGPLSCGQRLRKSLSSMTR
# Target sequence (P00748 373-615 limits assumed): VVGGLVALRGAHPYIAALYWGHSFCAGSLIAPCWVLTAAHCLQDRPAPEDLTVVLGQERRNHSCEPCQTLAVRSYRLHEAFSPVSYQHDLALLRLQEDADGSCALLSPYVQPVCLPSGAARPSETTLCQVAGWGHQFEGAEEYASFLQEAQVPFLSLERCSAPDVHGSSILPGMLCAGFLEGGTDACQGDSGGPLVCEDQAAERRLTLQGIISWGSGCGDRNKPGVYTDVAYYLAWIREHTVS
# CHOP inh: CHOP inhibition in unfolded protein response. CHO-K1 CHOP-promoter luciferase, tunicamycin-induced, 15-18 h. inhibition, % at 10 µM. 3.8% of 220,000 active. AID 2732;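 active = compounds that reduced the stress-induced luciferase reporter signal by more than about 70% of percent inhibition, limit read from the data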;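 also: 0% = tunicamycin plus vehicle and 100% = wells without tunicamycin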
# zVAD death inh: L929 zVAD cell death inhibition | L929 zVAD necroptosis rescue, ATP luminescence, 24 h; with zVAD 60 µM | viability rescue, % at 10 µM | 0.38% of 220,000 active | AID 1377;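 active = activation, scaled between plate controls, above about 75%, limit read from the data; inactive = activation under that limit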;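 also: 0% = zVAD with DMSO and 100% = DMSO alone without zVAD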
# Wee1 stabilizer: blocks degradation of human Wee1 kinase; reporter increase, % at 5 µM; HeLa Luc-Wee1K328M stability, luciferase luminescence; 100% = proteasome inhibitor MG132 effect; 1.2% of 220,000 active; P30291;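 active = activation above the mean of all tested compounds plus 3 SD, set per screening run, cut at about 8.8% in these data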;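 also: cells exposed to compound for 20 h before luminescence read; 0% = DMSO alone and 100% = MG132 at 30 µM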
# TNF necrop inh: blocks TNF-alpha induced death of Jurkat FADD-/- cells. AID 463075. activation (protection from cell death), % at 10 µM. 0.068% of 220,000 active. Jurkat FADD-/- TNF necroptosis rescue, ATP luminescence, 24 h; 0 = TNF only, 100 = no-TNF cells;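 active = activation, meaning protection from cell death, of at least 50% relative to plate controls; inactive = activation below 50%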;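 also: necroptosis triggered by 40 ng/mL TNF-alpha added together with compound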
# EP2 antag: blocks the human prostaglandin E2 receptor EP2; C6 glioma cells expressing human EP2, cAMP TR-FRET; cells stimulated with saturating PGE2; P43116; AID 1422; 0.52% of 260,000 active; inhibition, % at 25 µM;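 active = percent inhibition above 40 after rounding to a whole number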;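 also: rat C6 glioma host cells with rolipram phosphodiesterase inhibitor present; the protocol text gives 20 µM as final concentration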
# Target sequence (P43116 whole entry, looked up): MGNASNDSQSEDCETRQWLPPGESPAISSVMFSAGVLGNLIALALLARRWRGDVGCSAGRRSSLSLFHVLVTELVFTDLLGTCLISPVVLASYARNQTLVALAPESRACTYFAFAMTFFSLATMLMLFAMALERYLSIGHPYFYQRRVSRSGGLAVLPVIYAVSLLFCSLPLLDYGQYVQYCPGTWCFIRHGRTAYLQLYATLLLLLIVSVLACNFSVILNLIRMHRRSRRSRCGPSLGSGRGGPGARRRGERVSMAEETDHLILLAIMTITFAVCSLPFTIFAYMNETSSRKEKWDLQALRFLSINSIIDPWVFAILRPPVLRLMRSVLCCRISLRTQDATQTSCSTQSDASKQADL
# Tb hexokinase: T. brucei hexokinase 1 inhibition. 0.11% of 220,000 active. inhibition, % at 10 µM. recombinant TbHK1, G6PDH-coupled NADH A340. AID 1430;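 active = inhibition of 50% or more in the single-dose primary screen; inactive = inhibition below 50%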
# Numbers without * were called inactive; . = no result given; & = joins results of further samples. An excerpt. The share of hits here may be higher or lower than overall.
SMILES,PPC-1+TRAIL kill,FXIa inh,FXIIa inh 1536,CHOP inh,zVAD death inh,Wee1 stabilizer,TNF necrop inh,EP2 antag,Tb hexokinase
CCc1ccc(C(C(=O)NC2CCCCC2)N(C(=O)CNC(=O)c2ccco2)c2cccnc2)cc1 (stereo not given),.,.,.,.,-0.7,-1,-0.8,.,-4
Cc1ccccc1NC(=O)CSc1ccsc1[N+](=O)[O-],-8,8,0,28,0.4,0,4.4,3,17
NNC(=O)c1nc(Cl)c(Cl)c(N)c1Cl,29,2,10,16,0.4,-3,1.0,3,-7
Cc1cccc2sc(N(CCCN(C)C)C(=O)CN3C(=O)c4ccccc4C3=O)nc12,4,0,9,1,-0.4,1,1.1,5,7
CCOc1ccc(C(F)(F)F)cc1NC(=O)COc1ccc(C(F)(F)F)cc1[N+](=O)[O-],22,-3,12,-1,1.1,0,-0.9,14,-3
O=C(N/N=C/c1cn(CC(=O)N2CCOCC2)c2ccccc12)c1cccnc1,10,3,14,7,-0.6,-4,0.4,5,-78
NC(=O)CCCc1nc(-c2ccccc2Cl)no1,15,-4,4,31,0.2,10*,-1.2,7,0
CCNC(=S)N(CCc1ccc(S(N)(=O)=O)cc1)C1CC(=O)N(c2ccccc2)C1=O (stereo not given),1,-6,5,-18,1.4,-3,2.2,23,-2
O=S(=O)(NCC(c1ccco1)N1CCN(c2ccccc2F)CC1)c1ccccc1 (stereo not given),30,4,9,47,0.6,0,2.5,12,1
COc1ccc(NC(=O)c2ccc3ccccc3n2)cc1S(=O)(=O)Nc1ccccc1Cl,-2,7,3,42,1.4,-1,4.6,7,20
COc1cccc(C2C3=C(N=c4s/c(=C\c5ccc(OCC(=O)O)cc5)c(=O)n42)c2ccccc2CC3)c1 (stereo not given),13,4,10,12,-0.4,-4,-1.0,12,-13
CC(C)(C)C(=O)N(Cc1ccc(Cl)cc1)Cc1cccnc1,18,11,5,9,-0.5,-1,0.4,9,3
C=C(c1ccc(OCCO)cc1)c1ccc(OCCO)cc1,-1,1,9,20,0.1,-1,-1.6,10,1
COc1ccc(S(N)(=O)=O)cc1N(C)S(=O)(=O)c1ccccc1,5,-3,3,6,0.4,-1,-0.4,3,-7
COC(=O)c1ccccc1OCC(=O)N1CCN(c2ccc(OC)cc2)CC1,-4,3,10,21,-0.2,0,-1.8,10,-1
COC(=O)C1=C(C)OC(N)=C(C#N)C1c1c(C)nn(C)c1C (stereo not given),46,26,10,41,.,-2,1.6,8,-35
Cc1ccc(-c2noc(CCCN3C(=O)c4ccccc4C3=O)n2)cc1,8,7,16,38,0.1,-1,0.7,5,0
Cc1ccc(-c2nc(Nc3ccc(N4CCOCC4)cc3)c3ccccc3n2)cc1,1,4,7,-1,2.9,-3,-0.1,7,-27
CC(C)C12CN3CC(C(C)C)(CN(C1)C3(C)C)C2=O,14,0,7,-6,0.6,0,0.3,4,2
Cc1cc(C(=O)Nc2ccon2)cs1,22,15,15,-25,-0.7,-2,0.5,7,3
CCCCCn1c(CN2CCCCC2C)nc2c1c(=O)n(C)c(=O)n2C (stereo not given),26,0,9,24,-0.6,-3,-0.3,4,-10
O=c1ccc(N=Nc2ccccc2)ccc1O,16,-4,0,-8,0.1,7,-6.2,11,-12
CC(C)(C)NC(=O)NC(=O)COC(=O)C1(C)CC1(Cl)Cl (stereo not given),29,-4,3,6,6.4,0,2.4,1,-1
Cc1ccc(NC(=S)NNC(=O)CSc2nnc(-c3ccc(Cl)cc3)n2C2CCCCC2)cc1,6,2,9,30,0.9,1,2.0,2,9
O=C(NCCc1nc2ccccc2[nH]1)/C(=C/c1ccco1)NC(=O)c1ccco1,17,7,17,2,0.9,-2,0.6,9,-18
COc1ccc(/C=C2\CCC/C(=C\C=N\N(C)C)C2=O)cc1,24,-1,6,27,3.6,1,-7.6,4,-13
CC(C)CC(O)C1CCN(C(=O)CCc2nnc(-c3ccccc3)o2)CC1 (stereo not given),0,-4,6,10,0.6,3,0.4,12,0
O=C(NCc1ccco1)C(c1cccnc1)N(C(=O)Cn1nnc2ccccc21)c1ccccc1 (stereo not given),20,9,17,11,-0.3,-3,-2.6,9&14,3
Cc1cccc2cc(CN(C(=O)c3cccc([N+](=O)[O-])c3)C(C)C)c(=O)[nH]c12,7,2,6,27,0.0,-4,0.1,8,-8
Cc1cc(-c2nc(C)c(-c3nnc(SCC(=O)Nc4cc(Cl)cc(Cl)c4)n3C)s2)no1,11,-5,5,8,0.3,-2,5.7,4,-6

# Some values from the results shown.
# Under zVAD death inh, CC(C)(C)NC(=O)NC(=O)COC(=O)C1(C)CC1(Cl)Cl (stereo not given) is listed with 6.4
# Under CHOP inh, Cc1cccc2cc(CN(C(=O)c3cccc([N+](=O)[O-])c3)C(C)C)c(=O)[nH]c12 is listed with 27

# Remaining list, next part
SMILES,PPC-1+TRAIL kill,FXIa inh,FXIIa inh 1536,CHOP inh,zVAD death inh,Wee1 stabilizer,TNF necrop inh,EP2 antag,Tb hexokinase
O=C(CCCCCN1C(=O)c2ccccc2C1=O)NC1CCCC1,-1,2,7,14,0.0,-2,-0.3,7,4
CN(C)CCCNC(=O)c1ccc(/C=N/O)nc1,-1,-2,1,-13,2.7,-2,1.0,8,0
O=C(NCC1CCCO1)c1cc2c(=O)[nH]c3ccccc3c2s1 (stereo not given),-19,0,4,15,3.8,-2,-0.1,12,-20
O=C(NC1CCCC1)C1CC1c1ccccc1 (stereo not given),-10,1,12,29,-0.2,-2,-2.4,5,3
Cc1c(NC(=O)CN2CC(C)OC(C)C2)c(=O)n(-c2ccccc2)n1C (stereo not given),9,7,11,13,-0.2,0,-0.5,5,6
COc1ccc(NC(=O)Cn2c(=O)n(-c3ccc(CC(=O)NCc4ccco4)cc3)c(=O)c3ccccc32)cc1,-15,-7,2,0,0.7,2,-0.6,5,2
CC1CN(C(=O)c2ccc(CNS(=O)(=O)c3cccc(C(F)(F)F)c3)cc2)CC(C)O1 (stereo not given),16,-2,2,5,0.0,4,-0.2,15,8
CN(C)CCN(C(=O)c1ccc(S(=O)(=O)N(C)c2ccccc2)cc1)c1nc2cc3c(cc2s1)OCCO3,14,-3,7,16,-0.3,1,-0.9,6,-6
COc1ccc2nc(NC(=O)/C=C/c3ccc4c(c3)OCO4)sc2c1,5,-8,1,-31,0.0,1,1.7,4,-8
CN(C)c1ccc(P(=O)(OCc2ccccc2)C(O)c2ccc(Br)cc2)cc1 (stereo not given),15,5,12,47,-0.2,1,1.0,3,-6
O=C(NCC1CCCO1)c1ccc(Br)o1 (stereo not given),24,-1,10,-2,0.8,6,-0.4,4,6
COc1ccc(/C=N/NC(=O)c2cc(C34CC5CC(CC(C5)C3)C4)[nH]n2)cc1OC,-17,1,9,27,14,2,3.0,1,-19
COc1cccc(C2(O)CCN(C(=O)C3CC3)CC2)c1,14,11,6,4,0.1,-2,-0.9,10,-3
Cc1ccc(S(=O)(=O)N2CCN(C(=O)CCC(=O)NC3CCCc4ccccc43)CC2)cc1 (stereo not given),-1,3,12,12,-0.5,3,-2.9,9,-15
CC1Oc2ccccc2N(CC(=O)NCc2ccc3c(c2)OCO3)C1=O (stereo not given),.,-6,2,-32,0.0,4,-1.1,1,10
COc1ccc2c(c1)nc(SCC(=O)c1ccc(Br)s1)n2C,10,1,11,-23,-0.1,-4,-3.6,14,-7
CC(C)(Oc1ccc(CCNC(=O)c2ccc(-c3ccccc3)o2)cc1)C(=O)O,24,-6,6,1,1.8,0,2.1,14,-11
Cc1cc(F)ccc1NCc1cccnc1,-6,-7,0,-2,0.0,6,-0.6,1,-6
C=CCn1c(=O)c2ccccc2n2c(SCc3nc4ccccc4s3)nnc12,-1,1,4,-12,-0.5,0,-0.7,14,3
OC(CNc1ccccc1)Cn1ccc2ccccc21 (stereo not given),-8,-1,11,21,0.3,1,1.3,10,0
COC(=O)c1ccc(NC(=O)c2ccc(OC(C)=O)c(OC)c2)cc1,18,-3,7,-26,-0.1,2,-1.8,2,-3
O=C(CSc1ccc2nnc(-c3cccc(F)c3)n2n1)NCC1CCCO1 (stereo not given),12,6,16,19,0.1,-1,0.2,7,1
O=C(COC(=O)/C=C/c1ccco1)NCc1ccco1,-8,0,11,-16,0.0,3,-1.2,2,1
CCC1=NN(C(=O)c2ccc(Br)cc2)C(O)(c2ccc(C)cc2)C1 (stereo not given),25,20,6,33,0.6,-3,3.5,8,5
COn1c(-n2nc(C)cc2C)nc2ccccc2c1=O,19,-6,5,2,-0.1,-1,-1.9,5,4
CC(=O)NNc1ncnc2ccccc12,8,4,16,4,-0.3,1,1.4,7,-17
Cc1c(NC(=O)c2ccc(S(=O)(=O)N3CCOCC3)cc2)c(=O)n(-c2ccccc2)n1C,-20,-2,2,7,1.5,-2,3.4,8,-2
Cc1noc(NS(=O)(=O)c2ccc(NC(=O)CS(=O)(=O)c3ccccc3)cc2)c1C,-2,-10,5,-1,0.0,-4,-0.3,9,0
COc1ccc(NC(=O)c2nc(C)c(C3(C)CC(c4cccnc4)=NO3)s2)cc1 (stereo not given),13,1,5,2,-0.8,.,-15,10,-18
COC(=O)[C@H](C)NC(=O)COc1ccccc1,14,-12,5,-6,-0.4,0,-1.1,3,-4

# One compound at a time, from the list above.
# `O=C(CSc1ccc2nnc(-c3cccc(F)c3)n2n1)NCC1CCCO1` (stereo not given) in the list: PPC-1+TRAIL kill: 12; FXIa inh: 6; FXIIa inh 1536: 16; CHOP inh: 19; zVAD death inh: 0.1; Wee1 stabilizer: -1; TNF necrop inh: 0.2; EP2 antag: 7; Tb hexokinase: 1
# `COn1c(-n2nc(C)cc2C)nc2ccccc2c1=O` in the list: PPC-1+TRAIL kill: 19; FXIa inh: -6; FXIIa inh 1536: 5; CHOP inh: 2; zVAD death inh: -0.1; Wee1 stabilizer: -1; TNF necrop inh: -1.9; EP2 antag: 5; Tb hexokinase: 4
# `COC(=O)[C@H](C)NC(=O)COc1ccccc1` in the list: PPC-1+TRAIL kill: 14; FXIa inh: -12; FXIIa inh 1536: 5; CHOP inh: -6; zVAD death inh: -0.4; Wee1 stabilizer: 0; TNF necrop inh: -1.1; EP2 antag: 3; Tb hexokinase: -4

# Further structures
SMILES,PPC-1+TRAIL kill,FXIa inh,FXIIa inh 1536,CHOP inh,zVAD death inh,Wee1 stabilizer,TNF necrop inh,EP2 antag,Tb hexokinase
CC(=O)Nc1nonc1NC(=O)COc1ccccc1,6,0,5,-2,1.2,-2,-0.5,4,-4
Cc1ccc(/C=N/n2c(-c3ccco3)n[nH]c2=S)s1,-12,4,13,5,2.0,-3,0.1,5,-5
COc1ccc(NC(=O)CC2C(=O)N(C)C(=S)N2Cc2ccncc2)cc1 (stereo not given),11,0,4,6,0.8,-1,-0.5,6,8
CC1CCN(c2c(NCc3ccc(C(=O)N4c5ccccc5CC4C)cc3)c(=O)c2=O)CC1 (stereo not given),26,22,23,23,0.3,-1,-4.4,14,2
CCn1c(-c2csc(-c3ccccc3)n2)n[nH]c1=S,12,7,9,17,0.4,0,-0.7,9,1
Cc1cc(C(=O)N2CCN(S(=O)(=O)c3ccccc3F)CC2)c(C)o1,-2,16,12,-12,0.7,-1,-0.3,5,2
O=C(CSc1ccccn1)N/N=C/c1ccccc1[N+](=O)[O-],3,-6,3,12,1.0,2,1.1,3,-11
C=CCn1c(SCc2nc3ccccc3c(=O)[nH]2)nc2sc3c(c2c1=O)CCCC3,8,0,9,-12,-1.3,5,1.6,12,-17
COCCCNC(=O)CCc1ccc(S(=O)(=O)Nc2ccc(C)cc2)cc1,4,0,9,18,0.4,2,-1.5,10,-3
O=C(NCC1CCCO1)c1ccc2c3n(nc2c1)-c1ccccc1CO3 (stereo not given),42,1,5,-24,-0.6,.,-4.2,17,-18
COc1ccc(N2C(=O)CSC2c2ccc3c(c2)OCO3)c(OC)c1 (stereo not given),25,2,11,9,-0.1,3,-0.7,3,4
Nc1nc(NCCCN2CCOCC2)nc(Nc2ccccc2)c1[N+](=O)[O-],30,2,4,-22,0.8,1,4.4,6,-36
